Menin-MLL TR inh: displaces Texas Red mutant MLL peptide from human menin | O00255 | Menin + Texas Red MLL mutant peptide, fluorescence polarization | Potency, µM (titrated, usually from 61.6 µM), for inactives: at the highest dose FP activity change, negative = inhibition, actives largely listed as inhibitors | hit rate 0.23% among 270,000 | AID 1768; active means well fitted inhibition curve with a large enough effect in the polarisation, with a control signal flat, not every such curve was filed as active; inconclusive means small, poorly fitted or top-dose-only effect, or effect the other way, or a change in a side signal; inactive means no such curve, though single readings can be large or run the other way; the % refers to the polarisation; further: potency means the concentration at half of the fitted maximal effect; % of control where 0% means no effect; many of its hits are not listed in these tables
Tb PFK inh: inhibitors of T. brucei phosphofructokinase | Potency, µM (titrated, usually from 57.5 µM), without a hit: at the highest dose activity, negative = inhibition, actives largely listed as inhibitors | hit rate 0.17% among 330,000 | O15648 | T. brucei PFK, ADP-Glo luminescence;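 further: potency means the concentration at half of the fitted maximal effect; 0% = uninhibited 1x PFK enzyme wells and -100% = no-enzyme wells; nearly all actives have a fitted effect of over 60% in size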
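Luminescent ADP detection (ADP-Glo, two-step: ATP depletion then ADP-to-ATP conversion for luciferase) reported PFK activity after 45 min room-temperature reaction of 1.25 nM enzyme with 0.5 mM F6P and 0.1 mM ATP at pH 8.0.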
Giardia killer: kills Giardia lamblia. Giardia lamblia trophozoite viability. activity change, % at 7.66 µM, hits read low. hit rate 0.15% among 340,000. AID 540267; in the data active means activity change below about -80%; inconclusive means between about -30% and that limit;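 further: parasites exposed to compound for two days anaerobically before the ATP read; on the % scale 0 is the no-effect control and ±100 the full control effect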
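Giardia trophozoites, 100 cells per well, were exposed to compounds for 48 hrs at 37 deg C under anaerobic conditions; viability was then read as ATP content by bioluminescence after 15-30 min at room temperature.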
B2AR arrestin: agonists driving beta-arrestin recruitment to human beta2-adrenergic receptor; beta-arrestin recruitment to beta2AR, cell-based reporter; Potency, µM (titrated, usually from 46.1 µM), for inactives: at the top dose activation, most hits filed as activators; hit rate 0.02% among 330,000;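 further: potency means the concentration at half of the fitted maximal effect; 0% = DMSO controls and full agonism = EC100 isoproterenol or metaproterenol; nearly all actives have a fitted effect of over 65% in size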
GALK inh: galactokinase (human) inhibition; Purified GALK, Kinase-Glo residual ATP luminescence; P51570; Potency, µM (highest dose often 57.5 µM), without a hit: at the highest dose activity change, negative = inhibition, usual class: inhibitors; hit rate 0.007% among 270,000; further: potency means the concentration at half of the fitted maximal effect; on the % scale 0 is the no-effect control and ±100 the full control effect
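Galactose (100 uM) and ATP (35 uM) were turned over by 5 nM GALK for 1 h at RT. Kinase-Glo Plus then converted the remaining ATP into a luminescent signal.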
Chronic BCR inh: inhibitors of chronic active B-cell receptor signaling; ABC-DLBCL IkBa-CBG/CBR reporter, luminescence ratio, 4 h; Potency, µM (titrated, usually from 46.1 µM), for the others: top-dose ratio change, negative = lower green/red ratio, most hits filed as inhibitors; hit rate 0.05% among 340,000; AID 493014; active means well fitted inhibition curve with a large enough effect in the signal ratio, with a control signal flat, not every such curve was filed as active; inconclusive means small, poorly fitted or top-dose-only effect, or effect the other way, or a change in a side signal; the % refers to the signal ratio;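 further: potency means the concentration at half of the fitted maximal effect; plate controls were basal doxycycline-induced cells for no effect and cells given 10 µM MG132 for full effect; MG132 reads +100%, hits lower the ratio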
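Compounds up to 46 uM were incubated four hours with TMD8 cells whose green CBG68 luciferase is fused to IkappaBalpha; red CBR luminescence normalised the signal, and concentration-effect curves were fitted to fusion, red and ratio data.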
Integrin act MD: integrin-mediated muscular dystrophy alleviation activation; Potency, µM (top dose mostly 38.3 µM), for the others: at the highest dose activation, most hits filed as activators; hit rate 0.064% among 350,000; alpha7betagal myoblasts, beta-gal FDG fluorescence, 48 h;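 further: potency means the concentration at half of the fitted maximal effect; 100% = response of the positive control SU9516; nearly all actives have a fitted effect of over 60% in size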
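alpha7betagal+/- myoblasts (passage 13, 250/well) treated 48 h at 37C with compounds at 1:260 dilution of DMSO stock. Lysed, then beta-galactosidase activity read as FDG fluorescence (ex 480/em 540) after 30 min, with pre-read for autofluorescence.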
Coupling enz: inhibits coupling enzyme system, counter-screen for aldolase hits; activity change, negative = inhibition, % at 58.2 µM, hits read low; hit rate 0.67% among 290,000; AID 2472; coupling enzyme system counterscreen, AmpLite Red fluorescence; in the data active means activity change below about -30%; further: on the % scale 0 is the no-effect control and ±100 the full control effect
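Compounds tested against the coupling enzymes alone at 57.5 uM final; readout was AmpLite Red fluorescence (525/598 nm) after 20 min at RT.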
S-ASM inh: human S-ASM enzyme inhibition. P17405. placental ASM, HMU-PC fluorogenic substrate, 60 min. Potency, µM (series often up to 57.5 µM), inactives show top-dose activity change, negative = inhibition, actives largely listed as inhibitors. hit rate 0.006% among 340,000. AID 504937; further: potency means the concentration at half of the fitted maximal effect
Target sequence (P17405 47-631 limits assumed): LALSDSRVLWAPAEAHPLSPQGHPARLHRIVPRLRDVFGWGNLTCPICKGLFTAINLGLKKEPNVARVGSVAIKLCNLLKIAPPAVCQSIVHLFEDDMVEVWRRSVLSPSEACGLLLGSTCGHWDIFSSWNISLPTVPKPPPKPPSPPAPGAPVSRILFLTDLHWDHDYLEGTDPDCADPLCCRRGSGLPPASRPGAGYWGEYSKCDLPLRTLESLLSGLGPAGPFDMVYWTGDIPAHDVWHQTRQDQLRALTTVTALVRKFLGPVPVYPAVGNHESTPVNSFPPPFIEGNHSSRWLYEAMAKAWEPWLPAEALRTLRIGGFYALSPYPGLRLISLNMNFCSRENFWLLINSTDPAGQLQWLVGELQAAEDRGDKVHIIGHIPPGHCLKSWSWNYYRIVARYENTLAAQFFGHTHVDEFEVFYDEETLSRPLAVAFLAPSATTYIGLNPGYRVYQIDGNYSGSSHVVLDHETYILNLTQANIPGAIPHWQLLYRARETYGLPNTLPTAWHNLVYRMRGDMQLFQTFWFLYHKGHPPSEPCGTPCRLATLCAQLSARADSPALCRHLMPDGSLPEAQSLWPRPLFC
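Fluorescence read-out (Ex 386 nm, Em 447 nm) after stopping the reaction at pH 10. Enzyme: ASM from human placenta; substrate HMU-PC0, 9 uM final; 60 min, 37 °C. Compound preincubation 10 min, ambient temperature.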
PKM2 activator: PKM2 (human) enzyme activation. purified PKM2, Kinase-Glo ATP luminescence, activation; response scale: 0% is enzyme alone, no compound. hit rate 0.34% among 260,000. Potency, µM (top dose mostly 57.5 µM), inactives show at the top dose activation, usual class: activators; further: potency means the concentration at half of the fitted maximal effect; on the % scale 0 is the no-effect control and ±100 the full control effect; nearly all actives have a fitted effect of over 55% in size
Target sequence (P14618 whole entry, looked up): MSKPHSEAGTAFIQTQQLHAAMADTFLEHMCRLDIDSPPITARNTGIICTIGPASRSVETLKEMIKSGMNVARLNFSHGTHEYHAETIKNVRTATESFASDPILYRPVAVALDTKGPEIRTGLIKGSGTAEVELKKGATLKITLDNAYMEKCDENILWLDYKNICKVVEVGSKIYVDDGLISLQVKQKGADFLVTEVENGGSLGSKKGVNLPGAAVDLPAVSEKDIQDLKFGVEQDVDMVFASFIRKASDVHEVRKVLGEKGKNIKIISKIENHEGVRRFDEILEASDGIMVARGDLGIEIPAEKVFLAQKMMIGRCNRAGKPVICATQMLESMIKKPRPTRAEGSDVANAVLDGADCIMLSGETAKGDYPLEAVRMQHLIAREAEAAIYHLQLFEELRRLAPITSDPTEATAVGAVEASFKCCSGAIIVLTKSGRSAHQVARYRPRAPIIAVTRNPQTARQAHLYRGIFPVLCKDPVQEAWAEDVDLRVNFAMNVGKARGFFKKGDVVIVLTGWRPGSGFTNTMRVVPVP
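ATP formation by purified human PK-M2, quantified via coupled luciferase luminescence after 1 h at room temperature with 0.1 mM ADP and 0.5 mM PEP final.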
PTAP TSG101 blk: blocks PTAP/TSG101 interaction to inhibit HIV-1 budding; Potency, µM (doses to about 115 µM), for the others: at the top dose activity change, negative = inhibition, actives largely listed as inhibitors; AID 493005; Fluorescence polarization, FITC-PTAP peptide / Tsg101 binding; Q99816; 340,000 tested, under 10 active; active means well fitted inhibition curve with a large enough effect in the main read-out, with a control signal flat, not every such curve was filed as active; inconclusive means small, poorly fitted or top-dose-only effect, or effect the other way, or a change in a side signal; inactive means no such curve, though single readings can be large or run the other way; further: potency means the concentration at half of the fitted maximal effect; % of control where 0% means no effect
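Fluorescence anisotropy tracks displacement of a FITC-tagged PTAP peptide (50 nM) from the Tsg101 binding domain (10 uM), following a 20 min room-temperature incubation at pH 7.5.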
An asterisk follows results filed as active; ? = inconclusive; · = not tested or not shown; [ ] = another dose, or the depositor's remark. Unless noted, the call rests on the fitted dose curve; in most records, active means well fitted curve in the direction sought with a large enough effect; inconclusive means small, poorly fitted or top-dose-only effect, or another doubt; inactive means no such curve, though single readings can be large; an effect the other way counts as inactive or inconclusive.

1) COc1ccccc1NC(=S)NCc1ccc(S(N)(=O)=O)cc1
2) COCCN(C(=O)Nc1ccccc1)c1ccccc1C
3) CCc1nc(Nc2ccncc2)c2oc3ccccc3c2n1
4) O=C(NCCCNCc1ccccc1)c1ccncc1
5) O=c1[nH]c2cc3c(cc2cc1CN(CCc1ccccc1)Cc1nnnn1CC1CCCO1)OCO3 (stereo unspecified)
6) CCn1c(=O)c(-[n+]2ccccc2)c(O)c2ccccc21
Assay by compound	1	2	3	4	5	6
PTAP TSG101 blk	0%	-1%	-2%	-7%	-8%	3%
Chronic BCR inh	-3%	-3%	?	6%	?	-3%
Giardia killer	-5	4	6	0	-14	71[activator]
B2AR arrestin	-0.2%	0.1%	0.2%	0.2%	-0.1%	-0.2%
GALK inh	3%	-3%	2%	6%	3%	1%
Integrin act MD	15%	11%	-50%[inhibitor]	-18%	1%	-16%
PKM2 activator	17%	4%	-10%	2%	23%	0%
Coupling enz	3	3	-1	4	-18	-2
Tb PFK inh	8%	3%	-1%	-2%	0%	1%
Menin-MLL TR inh	1%	36%[activator]	-8%	-11%	5%	-1%
S-ASM inh	9%	0%	-4%	0%	59%[activator]	2%

7) CCC(=O)NC(Cc1ccccc1)c1ccc2c(c1)OCCCO2 (stereo unspecified)
8) CC(=O)Nc1sc2c(c1C#N)CC(C)(C)NC2(C)C
9) COc1ccc2oc(C(=O)NCc3ccccc3CN3CCCC3)c(C)c2c1
10) Cc1cccc(N2CCN(C(=O)Cc3ccc(Br)cc3)CC2)c1C
11) CCCc1cc(=O)[nH]c(SCC(=O)N(CC(C)C)C2CCS(=O)(=O)C2)n1 (stereo unspecified)
12) CCOC(=O)c1c(C)[nH]c(C)c1S(=O)(=O)NCCCc1ccco1
Assay by compound	7	8	9	10	11	12
PTAP TSG101 blk	2%	-6%	3%	2%	-9%	-4%
Chronic BCR inh	?	0%	-2%	·	-1%	-11%
Giardia killer	-6	0	6	15	2	-7
B2AR arrestin	0.1%	-0.3%	-0.3%	·	-0.1%	-0.7%
GALK inh	·	-3%	·	-2%	0%	-1%
Integrin act MD	3%	3%	-62%[inhibitor]	-22%	1%	?
PKM2 activator	0%	-2%	·	3%	-5%	1%[0.46 µM]
Coupling enz	-2	3	·	1	2	7
Tb PFK inh	-3%	-6%	-5%	·	1%	-7%
Menin-MLL TR inh	2%	21%	·	?	-7%	5%
S-ASM inh	2%	0%	-3%	-11%	1%	3%

13) CN(C)S(=O)(=O)c1cccc(NC(=O)/C=C/c2ccccc2[N+](=O)[O-])c1
14) CCCC(=O)C1=C(O)C(C(=O)OC)C(C)(C)CC1=Nc1cccc2ccccc12 (stereo unspecified)
15) CCN(CC(=O)NC(C)C)C(=O)C(CCSC)NC(=O)c1cccc(C)c1 (stereo unspecified)
16) CCc1ccc2[nH]c(=O)c(CN(CCN3CCOCC3)C(=O)Nc3ccccc3F)cc2c1
17) C[N+](C)(C)CC(O)CC(=O)O (stereo unspecified)
18) C/C(=N/NC(=O)C(=O)N/N=C(/C)c1ccccc1)c1ccccc1
Assay by compound	13	14	15	16	17	18
PTAP TSG101 blk	-9%	-7%	-5%	-3%	0%	·
Chronic BCR inh	-10%	7%	2%	-13%	6%	4%
Giardia killer	-6	19	28	-12	-3	·
B2AR arrestin	-0.3%	-0.1%	-0.1%	0.4%	-0.2%	-1.0%
GALK inh	6%	0%	2%	3%	·	-1%
Integrin act MD	-5%	-31%	-25%	-43%[inhibitor]	·	·
PKM2 activator	-4%	-17%	3%	4%	·	4%
Coupling enz	0	-5	0	2	-2	0
Tb PFK inh	0%	-2%	-3%	1%	-7%	-6%
Menin-MLL TR inh	?	-2%	3%	-11%	2%	5%
S-ASM inh	-3%	-5%	2%	-2%	6%	·

19) O=C(CN1CCSC1=O)N1CCN(S(=O)(=O)c2ccc(F)cc2)CC1
20) CC(C)CN1CCN(Cc2cccc3nccnc23)CC1CCO (stereo unspecified)
21) O=C(NCCCN1CCOCC1)c1ccc2c(c1)N(Cc1c(F)cccc1Cl)C(=O)c1ccccc1S2
22) CCOC(=O)c1[nH]c2ccc(Br)cc2c1NC(=O)CCN1CCCC(C)C1 (stereo unspecified)
23) Cc1ccccc1NC(=O)c1ccc(Cl)c(NC(=O)c2ccncc2)c1
24) CC[C@]12c3[nH]c4cc(-c5ccco5)ccc4c3CCN1C(=O)[C@@H](CC(=O)NCc1ccco1)C[C@@H]2C(=O)N1CCN(C(=O)c2ccco2)CC1
Assay by compound	19	20	21	22	23	24
PTAP TSG101 blk	-1%	-2%	-6%	·	1%	0%
Chronic BCR inh	0%	4%	?	?	-10%	-7%
Giardia killer	-17	4	32[activator]	·	-6	-21
B2AR arrestin	-0.3%	-0.7%	-0.1%	0.4%	-0.9%	3.5%
GALK inh	·	1%	4%	·	·	·
Integrin act MD	27%	2%	-57%[inhibitor]	·	-4%	5%
PKM2 activator	·	-9%	·	-3%	0%	·
Coupling enz	·	-1	·	4	0	·
Tb PFK inh	0%	-4%	0%	3%	-1%	-3%
Menin-MLL TR inh	·	-10%	·	-12%	2%	·
S-ASM inh	4%	1%	-2%	·	1%	10%

25) Cc1ccccc1OCC(=O)Nc1ccccc1CO
26) O=C(CN1C(=O)NC2NC(=O)NC21)NN=C1CCCC1 (stereo unspecified)
27) COc1cc(C(C#N)N2CCCCC2)ccc1O (stereo unspecified)
28) CC1(C)c2ssc(=S)c2-c2ccccc2N1C(=O)c1ccco1
29) CC(C)CN(C(=O)COC(=O)c1ccc(-c2ccccc2)cc1)C1CCS(=O)(=O)C1 (stereo unspecified)
30) Cc1ccc(Oc2ncccc2C(=O)NCC(=O)O)cc1
Assay by compound	25	26	27	28	29	30
PTAP TSG101 blk	-1%	-4%	-1%	-4%	-12%	-2%
Chronic BCR inh	-2%	?	2%	0%	-1%	-1%
Giardia killer	7	-10	-2	-2	16	0
B2AR arrestin	0.1%	-0.3%	-0.2%	-0.9%	0.3%	0.1%
GALK inh	1%	1%	1%	4%	0%	·
Integrin act MD	-7%	11%	-17%	5%	4%	22%
PKM2 activator	4%	1%	1%	-2%	1%	-3%
Coupling enz	0	3	-20	2	-4	1
Tb PFK inh	1%	-2%	2%	2%	-4%	-2%
Menin-MLL TR inh	-1%	-2%	24%	-14%	6%	·
S-ASM inh	-3%	1%	4%	?	-1%	-1%

The closing 4 records of the part before lead into the next.
27) COc1cc(C(C#N)N2CCCCC2)ccc1O (stereo unspecified)
28) CC1(C)c2ssc(=S)c2-c2ccccc2N1C(=O)c1ccco1
29) CC(C)CN(C(=O)COC(=O)c1ccc(-c2ccccc2)cc1)C1CCS(=O)(=O)C1 (stereo unspecified)
30) Cc1ccc(Oc2ncccc2C(=O)NCC(=O)O)cc1
31) O=C(CSc1nc2ccccc2[nH]1)Nc1ccc(F)c(F)c1
32) COC(=O)c1c(NC(=O)C2CCCCC2)sc2c1CCN(C(C)C)C2
33) O=C(Cc1ccccc1)Nc1ccc(NC(=O)c2ccco2)nc1
34) CCc1sc(C(=O)NC(C)C2CCCO2)cc1Br (stereo unspecified)
35) CCc1ccccc1NC(=O)C1CCN(C(=O)c2cccs2)CC1
36) Cc1ccc(NS(=O)(=O)c2ccc(NS(=O)(=O)c3cccs3)cc2)cc1
37) CCCS(=O)(=O)N1CCN(C(=O)COc2ccc(-c3ccccc3)cc2)CC1
Assay by compound	27	28	29	30	31	32	33	34	35	36	37
PTAP TSG101 blk	-1%	-4%	-12%	-2%	-4%	-1%	0%	-3%	0%	-3%	-7%
Chronic BCR inh	2%	0%	-1%	-1%	·	8%	1%	-2%	-2%	17%	-2%
Giardia killer	-2	-2	16	0	8	0	3	-5	-11	-2	-14
B2AR arrestin	-0.2%	-0.9%	0.3%	0.1%	·	0.1%	-0.6%	-0.9%	0.2%	0.1%	0.0%
GALK inh	1%	4%	0%	·	4%	·	-1%	4%	1%	0%	0%
Integrin act MD	-17%	5%	4%	22%	0%	-24%	19%	-20%	3%	-31%	2%
PKM2 activator	1%	-2%	1%	-3%	-9%	-19%	-1%	4%	0%	5%	-1%
Coupling enz	-20	2	-4	1	1	2	1	1	0	7	2
Tb PFK inh	2%	2%	-4%	-2%	·	3%	0%	-1%	2%	-2%	-2%
Menin-MLL TR inh	24%	-14%	6%	·	3%	-21%	8%	-4%	19%	·	-7%
S-ASM inh	4%	?	-1%	-1%	-5%	5%	-1%	-1%	4%	-9%	-1%

An excerpt; the hit share may differ from the screen's.
